Screening results from PubChem BioAssay.
PP5 primary = PP5 phosphatase inhibitors, primary screen, biochemical, fluorescence; Serine/threonine-protein phosphatase 5 (Homo sapiens), P53041; purified PP5c, OMFP substrate fluorescence; inhibition, % at 6.7 µM; 320,000 tested, 0.18% active;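 active means inhibition above the campaign's mean inhibition across all tested compounds plus 3 SD, cut at about 9.5% in these data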;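 further: 0% = DMSO only and 100% = 100 µM cantharidin control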
ZTA DNA inh = blocks Epstein-Barr virus ZTA, an EBNA-1 counter-screen. P03206. inhibition, % at 11 µM. ZTA-DNA binding, fluorescence polarization. 320,000 tested, 0.15% active; in the data active means inhibition above about 33%
Target sequence (P03206 whole entry, looked up): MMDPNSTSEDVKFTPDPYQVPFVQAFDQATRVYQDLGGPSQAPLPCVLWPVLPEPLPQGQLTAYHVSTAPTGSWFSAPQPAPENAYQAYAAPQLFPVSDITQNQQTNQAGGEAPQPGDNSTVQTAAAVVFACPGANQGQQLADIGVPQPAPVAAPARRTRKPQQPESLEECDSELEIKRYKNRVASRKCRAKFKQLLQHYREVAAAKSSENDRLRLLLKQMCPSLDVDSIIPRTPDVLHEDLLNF
PP1 counter = PP1-alpha phosphatase inhibitors, primary screen, counter-screen for PP5 inhibitor project, biochemical, fluorescence, OMFP substrate, single point; purified PP1alpha; inhibition, % at 6.7 µM; 320,000 tested, 0.9% active; AID 2235, 2010;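 active means inhibition above the mean inhibition of all tested compounds plus 3 SD, computed separately for each screening campaign, cut at about 15% in these data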
Target sequence (P62136 whole entry, looked up): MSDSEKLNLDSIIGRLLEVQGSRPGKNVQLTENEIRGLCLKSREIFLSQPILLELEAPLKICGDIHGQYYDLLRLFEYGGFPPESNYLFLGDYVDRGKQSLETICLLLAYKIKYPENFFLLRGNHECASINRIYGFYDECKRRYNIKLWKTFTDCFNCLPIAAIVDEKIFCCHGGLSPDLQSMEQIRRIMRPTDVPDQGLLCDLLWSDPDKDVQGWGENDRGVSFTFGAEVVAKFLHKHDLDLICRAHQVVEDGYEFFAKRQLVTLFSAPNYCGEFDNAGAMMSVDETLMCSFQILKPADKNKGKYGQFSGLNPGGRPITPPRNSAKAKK
CR mimetic SO = reduction of superoxide in aged yeast, primary screen, HTS; S. cerevisiae aged cells, superoxide DHE fluorescence; active compounds read low; superoxide response (% of plate mean), % at 10 µM; 330,000 tested, 0.18% active; AID 2690, 2010;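 active means superoxide response under a set limit, about three screen SD below normal, cut at about 65% in these data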;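 further: yeast aged for seven days with compound at 30 °C before DHE staining; 100% = average MFI of all compound-treated wells on the plate with controls excluded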
Fh CTSL1 inh = Fasciola hepatica cathepsin L1 inhibitors, primary screen, counter-screen for PFM18AAP inhibitor project, biochemical, QFRET, fluorogenic peptide substrate | recombinant F. hepatica cathepsin L1, Z-Leu-Arg-MCA fluorescence | 300,000 tested, 0.49% active | inhibition, % at 5.96 µM;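 active means inhibition above the mean of all tested compounds plus 3 SD, set per screening campaign, cut at about 17% in these data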;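 further: 0% = plate median of test compound wells and 100% = 1 µM Z-Phe-Ala-diazomethylketone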
TPT1 inh = Candida albicans TPT1 enzyme inhibitors, primary screen, biochemical, fluorescence polarization. tRNA 2'-phosphotransferase TPT1 (Candida albicans SC5314). recombinant caTPT1, FP RNA substrate dephosphorylation. inhibition, % at 5 µM. 300,000 tested, 0.81% active. AID 1962, 2009;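 active means inhibition above the mean of all tested compounds plus 3 SD, set per screening campaign, cut at about 24% in these data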;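 further: plate controls were DMSO alone for no effect and ferristatin control at 100 nM for full effect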
JMJD2C inh = inhibitors of GASC-1 histone demethylase, primary screen, biochemical, fluorescence, DELFIA europium; Lysine-specific demethylase 4C (Homo sapiens), Q9H3R0; GST-JMJD2C(1-420) H3K9me3 demethylation; inhibition, % at 2.35 µM; 330,000 tested, 0.069% active;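 active means more than half of a compound's replicate wells show inhibition beyond 50%, single wells judged on their own value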;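 further: signal counts dimethyl H3K9 product captured on neutravidin plate; 0% = median of DMSO wells and 100% = 0.3 times that DMSO median; strong numbers were not always called active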
Target sequence (Q9H3R0 1-420 limits assumed): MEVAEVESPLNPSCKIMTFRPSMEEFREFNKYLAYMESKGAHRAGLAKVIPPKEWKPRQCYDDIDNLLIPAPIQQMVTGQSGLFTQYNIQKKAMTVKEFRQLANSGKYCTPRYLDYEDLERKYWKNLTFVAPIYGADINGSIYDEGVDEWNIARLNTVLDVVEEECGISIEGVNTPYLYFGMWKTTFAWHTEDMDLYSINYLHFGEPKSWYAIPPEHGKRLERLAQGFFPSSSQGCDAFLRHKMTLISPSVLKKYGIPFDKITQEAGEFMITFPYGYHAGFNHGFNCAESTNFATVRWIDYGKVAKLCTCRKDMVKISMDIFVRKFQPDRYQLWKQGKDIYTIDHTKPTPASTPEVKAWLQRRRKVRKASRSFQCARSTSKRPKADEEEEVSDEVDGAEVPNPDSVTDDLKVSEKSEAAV
EBNA-1 inh = EBNA-1 DNA-binding inhibitors, primary screen, biochemical, fluorescence polarization; inhibition, % at 14.8 µM; AID 1950, 2009; 300,000 tested, 0.34% active; in the data active means inhibition above about 28%
core dimer inh = inhibitors of HCV core protein dimerization, primary screen, biochemical, TR-FRET, high-throughput | TR-FRET GST/Flag-core106 dimerization, 1536-well | inhibition, % at 5 µM | 300,000 tested, 0.33% active;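 active means inhibition above the mean of all tested compounds plus 3 SD, set per screening campaign, cut at about 45% in these data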
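test system = GST/Flag-tagged HCV core106 proteins | probe or stimulus = Eu donor and XL665 acceptor anti-tag antibodies | times = compound-protein-antibody incubation 4 h at 22.5 °C | signal = TR-FRET, excitation 340 nm, emission 617 and 671 nm | measure = percent inhibition of core106 dimerization signal | controls = wells lacking GST-core106 and wells with excess unlabelled core106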
An asterisk follows results filed as active.

The opening 3 entries, ahead of the listing:
For C=C(C)COc1ccc(-c2n[nH]c(C)c2-c2ccc(OC)cc2)c(O)c1 the results were PP5 primary 3.9, ZTA DNA inh 16, PP1 counter 3, CR mimetic SO 90, Fh CTSL1 inh 6, TPT1 inh 2, JMJD2C inh -7, EBNA-1 inh 9 and core dimer inh 4.
`CCOC(=O)C1=NN(C(=O)c2cccc(Br)c2)C(O)(C(C)(C)C)C1` (stereo not drawn) gave PP5 primary 1.7, ZTA DNA inh 8, PP1 counter 0, CR mimetic SO 97, Fh CTSL1 inh 4, TPT1 inh 0, JMJD2C inh -6, EBNA-1 inh -1 and core dimer inh 14.
For Cn1ccnc1SCc1cn2cc(Br)ccc2n1 the results were PP5 primary 0.8, ZTA DNA inh -17, PP1 counter -5, CR mimetic SO 99, Fh CTSL1 inh 0, TPT1 inh -4, JMJD2C inh -7, EBNA-1 inh -6 and core dimer inh -11.

The listing, repeating the preview:
For C=C(C)COc1ccc(-c2n[nH]c(C)c2-c2ccc(OC)cc2)c(O)c1 the results were PP5 primary 3.9, ZTA DNA inh 16, PP1 counter 3, CR mimetic SO 90, Fh CTSL1 inh 6, TPT1 inh 2, JMJD2C inh -7, EBNA-1 inh 9 and core dimer inh 4.
`CCOC(=O)C1=NN(C(=O)c2cccc(Br)c2)C(O)(C(C)(C)C)C1` (stereo not drawn) gave PP5 primary 1.7, ZTA DNA inh 8, PP1 counter 0, CR mimetic SO 97, Fh CTSL1 inh 4, TPT1 inh 0, JMJD2C inh -6, EBNA-1 inh -1 and core dimer inh 14.
For Cn1ccnc1SCc1cn2cc(Br)ccc2n1 the results were PP5 primary 0.8, ZTA DNA inh -17, PP1 counter -5, CR mimetic SO 99, Fh CTSL1 inh 0, TPT1 inh -4, JMJD2C inh -7, EBNA-1 inh -6 and core dimer inh -11.
O=C(Nc1nccs1)c1ncc(Cl)c(Cl)c1Cl was read as PP5 primary 1.7, ZTA DNA inh 14, PP1 counter 6, CR mimetic SO 120, Fh CTSL1 inh 2, TPT1 inh -3, JMJD2C inh 0, EBNA-1 inh -13 and core dimer inh 3.
Cc1ccc(Cn2c(NS(=O)(=O)c3ccccc3)nc3ccccc32)cc1 was read as PP5 primary 3.1, ZTA DNA inh 4, PP1 counter 7, CR mimetic SO 100, Fh CTSL1 inh 1, TPT1 inh 0, JMJD2C inh -2, EBNA-1 inh 10 and core dimer inh 11.
Cc1nc2c([N+](=O)[O-])c(C)c(C)cc2[nH]1 was read as PP5 primary -0.6, ZTA DNA inh -7, PP1 counter 1, CR mimetic SO 95, Fh CTSL1 inh -1, TPT1 inh 1, JMJD2C inh 2, EBNA-1 inh 4 and core dimer inh -4.
For CCOc1ccc(S(=O)(=O)Nc2cccc(C(=O)N3CCN(c4ccc(OC)cc4)CC3)c2)cc1 the results were PP5 primary 1.9, ZTA DNA inh -3, PP1 counter 5, CR mimetic SO 81, Fh CTSL1 inh 3, TPT1 inh -3, JMJD2C inh -17, EBNA-1 inh -9 and core dimer inh 3.
O=C(CSc1nc2ccccc2nc1N1CCCCC1)Nc1ccc(F)cc1 was read as PP5 primary 0.1, ZTA DNA inh 17, PP1 counter 2, CR mimetic SO 105, Fh CTSL1 inh 5, TPT1 inh 0, JMJD2C inh 6, EBNA-1 inh 7 and core dimer inh -24.
`Cc1cc(C)c(S(=O)(=O)Nc2ccc(C(N)=O)cc2)c(C)c1` gave PP5 primary 2.7, ZTA DNA inh 0, PP1 counter -2, CR mimetic SO 108, Fh CTSL1 inh -4, TPT1 inh -5, JMJD2C inh 29, EBNA-1 inh 1 and core dimer inh -1.
O=C(Nc1ccccc1C(=O)NCCc1ccccc1)c1ccco1 was read as PP5 primary 1.9, ZTA DNA inh -20, PP1 counter -2, CR mimetic SO 90, Fh CTSL1 inh -2, TPT1 inh -6, JMJD2C inh 0, EBNA-1 inh 4 and core dimer inh -8.
Cc1ccc(C)c(N2CCN(CCCNC(=O)Cn3cc4c(n3)CCC(C)C4)CC2)c1 (stereo not drawn) was read as PP5 primary 3.1, ZTA DNA inh -5, PP1 counter -5, CR mimetic SO 119, Fh CTSL1 inh 2, TPT1 inh 2, JMJD2C inh -10, EBNA-1 inh -8 and core dimer inh -3.
`O=C(/C=C/c1ccc(F)cc1)NCC1(c2ccccc2)CCOCC1` gave PP5 primary -0.3, ZTA DNA inh -1, PP1 counter -3, CR mimetic SO 108, Fh CTSL1 inh -2, TPT1 inh -2, JMJD2C inh -1, EBNA-1 inh 5 and core dimer inh -4.
`Cc1cccc2nc(CSc3nnc(N)s3)cn12` gave PP5 primary 0.4, ZTA DNA inh -1, PP1 counter -4, CR mimetic SO 101, Fh CTSL1 inh -2, TPT1 inh 5, JMJD2C inh 2, EBNA-1 inh 7 and core dimer inh 5.
Cc1ccccc1OCc1nnc2n1CC(C)S2 (stereo not drawn) was read as PP5 primary 0.3, ZTA DNA inh -8, PP1 counter 0, CR mimetic SO 105, Fh CTSL1 inh -1, TPT1 inh -5, JMJD2C inh -5, EBNA-1 inh -9 and core dimer inh 1.
For CC(C)C[C@H](NC(=O)c1nc[nH]c1C(=O)NCc1ccc(CNC(=O)OC(C)(C)C)cc1)C(=O)OCc1ccccc1 the results were PP5 primary 5.5, ZTA DNA inh 7, PP1 counter 12, CR mimetic SO 107, Fh CTSL1 inh 4, TPT1 inh 2, JMJD2C inh -7, EBNA-1 inh 11 and core dimer inh 14.
Screening Cn1c(-c2ccsc2)c(-c2cccs2)c2cc(Br)ccc21 returned PP5 primary 3.9, ZTA DNA inh 14, PP1 counter 0, CR mimetic SO 92 and JMJD2C inh 0.
For COc1cccc(-n2cc(CNC(=O)C3CCC(=O)N(C4CC4)C3)cn2)c1 (stereo not drawn) the results were PP5 primary -1.0, ZTA DNA inh -12, PP1 counter -9, CR mimetic SO 102, Fh CTSL1 inh -6, TPT1 inh 3, JMJD2C inh 6, EBNA-1 inh -9 and core dimer inh 2.
For Cc1coc2cc3oc(=O)c(CCC(=O)N4C[C@H]5C[C@@H](C4)c4cccc(=O)n4C5)c(C)c3cc12 the results were PP5 primary 0.4, ZTA DNA inh 2, PP1 counter -2, CR mimetic SO 84, Fh CTSL1 inh -1, TPT1 inh -1, JMJD2C inh 0, EBNA-1 inh 4 and core dimer inh 2.
For CCN1C(=O)[C@@H]2[C@H](C1=O)[C@@H]1CC(C(=O)OC)=C[C@@H](C(=O)OC)C3C1=C(C(=O)C3(CC)CC)[C@@H]2C (stereo partly drawn) the results were PP5 primary 2.6, ZTA DNA inh 13, PP1 counter -2, CR mimetic SO 99, Fh CTSL1 inh 3, TPT1 inh -4, JMJD2C inh 3, EBNA-1 inh 3 and core dimer inh 2.
Screening CCC1=C(OC(=O)N(CC)CC)N2C(=O)OC(=NCC(=O)OC)[C@]2(C)[C@H]2C1=CC[C@H]1C(=O)NC(=O)[C@H]12 returned PP5 primary 0.9, ZTA DNA inh 7, PP1 counter -2, CR mimetic SO 97, Fh CTSL1 inh -1, TPT1 inh -2, JMJD2C inh -9, EBNA-1 inh 3 and core dimer inh 12.
For O=C(CCc1ccccc1)NNC(=O)Nc1ccccc1 the results were PP5 primary -0.2, ZTA DNA inh 14, PP1 counter -4, CR mimetic SO 109, Fh CTSL1 inh -2, TPT1 inh 0, JMJD2C inh 10, EBNA-1 inh 6 and core dimer inh -4.
Screening CCCNC(=O)c1onc(CSc2cccc(OC)c2)c1C(=O)NCCC returned PP5 primary 1.4, ZTA DNA inh -10, PP1 counter -1, CR mimetic SO 108, Fh CTSL1 inh 2, TPT1 inh 0, JMJD2C inh -4, EBNA-1 inh -5 and core dimer inh 10.
COc1ccc(NC(=O)COn2nnc3ccc(Cl)cc32)cc1OC was read as PP5 primary 2.3, ZTA DNA inh -7, PP1 counter 0, CR mimetic SO 101, Fh CTSL1 inh -10, TPT1 inh 5, JMJD2C inh 8, EBNA-1 inh 0 and core dimer inh -5.
Screening O=C(OCCN1CCOCC1)c1ccc(Cl)cc1Cl returned PP5 primary 0.5, ZTA DNA inh 4, PP1 counter 2, CR mimetic SO 96, Fh CTSL1 inh 0, TPT1 inh -3, JMJD2C inh -6, EBNA-1 inh 5 and core dimer inh -2.
`COCCN1C(=O)C(O)=C(C(C)=O)C1c1ccc(F)cc1` (stereo not drawn) gave PP5 primary -1.0, ZTA DNA inh 6, PP1 counter 4, CR mimetic SO 96, Fh CTSL1 inh 0, TPT1 inh 0, JMJD2C inh -5, EBNA-1 inh 8 and core dimer inh -2.
Cc1cc(C(N)=O)nn1-c1c(Cl)cc(Cl)cc1Cl was read as PP5 primary 1.5, ZTA DNA inh 8, PP1 counter -3, CR mimetic SO 95, Fh CTSL1 inh 2, TPT1 inh -4, JMJD2C inh -6, EBNA-1 inh 6 and core dimer inh 3.
For CCOc1ccc(N2CC(C(=O)Nc3ccc(N4CCOCC4)cc3)CC2=O)cc1 (stereo not drawn) the results were PP5 primary -2.4, ZTA DNA inh -6, PP1 counter -3, CR mimetic SO 84, Fh CTSL1 inh 3, TPT1 inh -3, JMJD2C inh 6, EBNA-1 inh 4 and core dimer inh -2.
`O=C(CCN1CCN(c2ccc(F)cc2)CC1)Nc1ccc(F)cc1` gave PP5 primary -1.1, ZTA DNA inh 5, PP1 counter 0, CR mimetic SO 85, Fh CTSL1 inh 0, TPT1 inh -5, JMJD2C inh 4, EBNA-1 inh 9 and core dimer inh -2.
Screening Cc1ccc(NC(=S)N2CCC(NC(=O)c3cccc(F)c3)CC2)cc1 returned PP5 primary 2.3, ZTA DNA inh 7, PP1 counter -2, CR mimetic SO 79, Fh CTSL1 inh -2, TPT1 inh 3, JMJD2C inh 2, EBNA-1 inh -20 and core dimer inh -4.
CC1CC(=O)c2cnc(N)nc2C1 (stereo not drawn) was read as PP5 primary 0.2, ZTA DNA inh 19, PP1 counter -2, CR mimetic SO 86, Fh CTSL1 inh 2, TPT1 inh 2, JMJD2C inh -1, EBNA-1 inh 19 and core dimer inh -1.
For O=C(O)c1nn(Cc2csc(-c3ccccc3)n2)c(=O)c2ccccc12 the results were PP5 primary 0.8, ZTA DNA inh -21, PP1 counter -3, CR mimetic SO 105, Fh CTSL1 inh 7, TPT1 inh 4, JMJD2C inh -5, EBNA-1 inh -13 and core dimer inh -7.
CCn1nc(C(=O)OCC(=O)N2CCc3ccccc32)c2ccccc2c1=O was read as PP5 primary 0.7, ZTA DNA inh 11, PP1 counter 3, CR mimetic SO 93, Fh CTSL1 inh 5, TPT1 inh 0, JMJD2C inh -1, EBNA-1 inh 4 and core dimer inh 9.
For C=CCn1c(=N)c(C(=O)NCCCOC)cc2c(=O)n3cccc(C)c3nc21 the results were PP5 primary 0.2, ZTA DNA inh 2, PP1 counter 0, CR mimetic SO 96, Fh CTSL1 inh 1, TPT1 inh 1, JMJD2C inh 2, EBNA-1 inh -1 and core dimer inh 12.
